Source: PubChem (several laboratories)
HIF-2a inh: inhibitors of HIF-2a. AID 624352. 786-0 RCC cells HIF-2a reporter, luciferase luminescence, overnight. hit rate 0.72% among 360,000. inhibition, % at 18.8 µM;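 active = inhibition of the luminescence signal of 40% or more relative to plate controls, in a single-dose primary screen at 18.75 µM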
TROY NFkB inh: inhibitors of TROY-dependent NF-kB signaling | AID 1347056 | inhibition, % at 10 µM | Q293 LMP1-TROYcd NF-kB luciferase reporter, 4 h | hit rate 0.98% among 360,000;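 active = compounds whose plate-normalised and pattern-corrected inhibition of the luciferase reporter signal at the single screening dose is 50% or more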
NR2E3 ag-1: human photoreceptor-specific nuclear receptor agonism. AID 602229. hit rate 0.35% among 360,000. inhibition of corepressor binding, % at 3.98 µM. CHO-S Gal4-NCOR/VP16-NR2E3 two-hybrid, luciferase;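 active = inhibition above the mean of all tested compounds plus 3 SD, cut at about 70% in these data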;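 also: 0% = DMSO with NR2E3 transfected cells and 100% = cells lacking NR2E3 construct; higher means lower luciferase signal from less NR2E3 corepressor binding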
Target sequence (Q9Y5X4 whole entry, looked up, the tested form may be a part): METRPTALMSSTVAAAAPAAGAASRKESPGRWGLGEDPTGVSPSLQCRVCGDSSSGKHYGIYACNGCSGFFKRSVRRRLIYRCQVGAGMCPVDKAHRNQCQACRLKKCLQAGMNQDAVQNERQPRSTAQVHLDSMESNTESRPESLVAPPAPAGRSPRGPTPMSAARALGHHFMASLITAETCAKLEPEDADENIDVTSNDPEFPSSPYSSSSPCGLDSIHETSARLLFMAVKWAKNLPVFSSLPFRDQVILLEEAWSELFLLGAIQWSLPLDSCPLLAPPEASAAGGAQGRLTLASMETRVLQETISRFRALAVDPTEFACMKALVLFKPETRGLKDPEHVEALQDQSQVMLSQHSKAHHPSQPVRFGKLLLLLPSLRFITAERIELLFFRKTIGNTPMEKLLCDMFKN
NR2E3 ag-2: activates human photoreceptor nuclear receptor NR2E3; AID 2300; Q9Y5X4; inhibition of corepressor binding, % at 4.78 µM; hit rate 0.12% among 320,000; GST-NR2E3/biotin-RetCOR TR-FRET, 1536-well;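 active = percent inhibition above the cutoff of mean plus 3 SD of all tested compounds, set per screening campaign, cut at about 20% in these data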;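 also: 0% = DMSO wells and 100% = biotin wells as full block of FRET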
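Format: 1536-well format; test system: GST-NR2E3 and biotin-RetCOR proteins; read-out basis: percent inhibition of TR-FRET ratio; timing: 5 h incubation at 4 °C; detection: time-resolved FRET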
KKLEB cytotox: reduces viability of KKLEB cystic fibrosis airway cells | KKLEB CF airway cells viability, ATPlite luminescence, overnight; hits give low values; cells stimulated with P. aeruginosa culture filtrate | activity change (cytotoxicity), % at 5 µM | hit rate 0.36% among 360,000;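 active = corrected activity change at or below -50% at 5 µM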
TRPM1 prom inh: inhibitors of MITF-driven TRPM1 promoter in melanoma cells | SK-MEL-5 TRPM1 promoter luciferase, 24 h | inhibition, % at 12.5 µM | hit rate 0.83% among 330,000;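 active = mean inhibition across replicates of 60% or more, whatever share of single replicates reaches that level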; also: values of inactives mirror those of a sister screen read the other way
CF NFkB inh: cystic fibrosis NF-kB activation inhibition; KKLEB NF-kB-GFP reporter, PAF-induced, GFP fluorescence overnight; inhibition, % at 5 µM; hit rate 0.86% among 360,000;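 active = at least 50% inhibition at 5 µM, scaled per plate between neutral and stimulator controls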;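 also: PAF is a Pseudomonas aeruginosa culture filtrate used as stimulus; plate controls were PAF-stimulated DMSO wells for no effect and unstimulated DMSO wells for full effect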
Shn3 inh set2: inhibitors of Schnurri-3 3'UTR reporter in osteoblasts; AID 588674; hit rate 0.52% among 360,000; inhibition, % at 12.5 µM; Clone20 osteoblast Shn3 3'UTR firefly luciferase, 24 h;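 active = mean inhibition of at least 75% with every replicate also reaching 75%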;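 also: 0% = median of neutral control wells and 100% = pilot-screen positive control compound; some compounds past the cut are filed as inactive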
Peg3 prom inh: reduces Peg3 promoter-driven luciferase expression in HeLa; hit rate 1.7% among 360,000; inhibition, % at 20 µM; HeLa PEG-Prom luciferase reporter, luminescence, overnight;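 active = inhibition of at least 50% at 20 µM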
C8 TRAIL sens: sensitizes caspase-8 expressing cells to TRAIL; NB7+C8 cells + TRAIL, ATPlite viability luminescence; inhibition (viability loss, TRAIL sensitization), % at 10 µM; hit rate 1% among 360,000; AID 624354;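 active = compounds causing at least 50% loss of cell viability in the single-dose screen, relative to plate controls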
TWEAK Fn14 block: inhibitors of TWEAK-Fn14 interaction signaling; TWEAK-stimulated Fn14 reporter cells, luciferase luminescence, 8 h; inhibition, % at 10 µM; hit rate 2% among 360,000; AID 1159606; in the data active = inhibition above about 50%
Numbers without * were called inactive; / = not tested or not shown. A portion of the library. The share of hits here may be higher or lower than overall.

SMILES	HIF-2a inh	TROY NFkB inh	NR2E3 ag-1	NR2E3 ag-2	KKLEB cytotox	TRPM1 prom inh	CF NFkB inh	Shn3 inh set2	Peg3 prom inh	C8 TRAIL sens	TWEAK Fn14 block
CCN(CC)C(=O)N1CCN(S(=O)(=O)c2ccccc2)CC1	7	1	3	0	-1	5	34	19	2	-6	-16
O=c1ccn([C@@H]2O[C@H](COS(=O)(=O)O)[C@@H](O)[C@H]2O)c(=O)[nH]1	1	-3	25	/	-6	-16	8	-19	-12	19	1
Cc1cc(NC(=O)CSc2nnnn2Cc2ccccc2)no1	4	-18	-5	4	-2	2	1	6	5	-8	-2
COc1ccc(NS(=O)(=O)c2cccc(C(=O)NCc3ccccc3CN3CCCC3)c2)cc1	10	-4	0	2	5	-19	-2	29	14	19	-13
CC(OC(=O)c1ccc2c(c1)OCO2)C(=O)NC1CCCCC1 (configuration not stated)	-15	10	-20	/	-1	/	4	5	-14	5	-6
COc1ccc(-n2nc3c(N4CCC(C(=O)NCc5ccccc5C)CC4)nnc(C)c3c2C)cc1	91*	-11	-8	-253	-29	85*	36	24	104*	40	-1
Cc1cc(C)nc(NC(=O)CSc2nc3cc(Cl)ccc3s2)n1	-43	4	11	2	-12	6	14	-32	-83	-4	-2
O=C(NC(=O)C(F)(F)F)Nc1ccc(S(=O)(=O)Nc2nccs2)cc1	24	12	24	-1	6	7	11	5	3	-21	-12
CCOc1ccc(-c2[nH]nc3c2C(c2ccc4c(c2)OCO4)C(C#N)=C(N)O3)cc1OC (configuration not stated)	-19	0	-24	1	6	-3	-2	-6	-13	-2	-18
COc1cc(C(=O)Nc2ccc(S(=O)(=O)Nc3onc(C)c3C)cc2)cc(OC)c1OC	4	-16	11	0	2	4	4	-15	-8	13	-2
CCS(=O)(=O)C1=NSC2=NC(=O)/C(=C\c3ccc(OC(=O)c4ccco4)cc3)C(=N)N21	4	11	-23	-1	-1	-7	22	-7	-14	-18	-13
O=C(CSc1nnc(-c2c[nH]c3ccccc23)o1)N1c2ccccc2CCc2ccccc21	-3	39	-20	3	27	16	2	29	34	22	63*
Oc1cc(CNC2CCCCC2)c(O)cc1CNC1CCCCC1	11	-9	-8	/	15	-3	14	12	-10	0	13
COc1cccc(-n2c(SCC(=O)N3CCOCC3)nnc2-c2c[nH]c3ccccc23)c1	-12	-6	18	2	-26	/	30	-3	7	13	-9
CC(=O)Nc1ccc(-c2nnn(CC(=O)c3ccccc3)n2)cc1Cl	-38	-22	-17	-2	2	2	1	-16	-30	-11	-4
O=CNNC(=O)c1cccc([N+](=O)[O-])c1	12	0	-21	0	26	18	0	1	9	2	-3
Cc1ccccc1CNC(=O)Cn1ccc2cc(S(=O)(=O)N3CCCCCC3)ccc21	3	-2	-2	0	1	11	6	46	11	11	6
S=C(Cc1ccc(-c2ccccc2)cc1)N1CCOCC1	-1	-15	-24	3	4	/	8	8	7	-6	-24
Cc1ccccc1N(C(=O)Cc1ccsc1)C(C(=O)NC1CCCCC1)c1ccc(F)cc1 (configuration not stated)	13	10	-9	-1	-1	1	14	-9	6	-6	-20
NC(CSC1(c2cccc3ccccc23)c2ccccc2-c2ccccc21)C(=O)O (configuration not stated)	15	4	-12	/	0	0	12	8	12	2	20
CC(C)Nc1nc(Nc2ccc(Cl)cc2F)c2sccc2n1	7	14	-22	/	-20	/	26	13	9	11	26
COC(=O)CC1(C(=O)OC)Nc2cc(Cl)c(Cl)cc2S(=O)(=O)N1O (configuration not stated)	5	2	2	/	7	/	-10	0	0	1	-11
Fc1ccc(OCc2nc(-c3ccc(Br)o3)no2)c(F)c1	-209	-72	-34	1	9	-36	-22	-29	-213	11	-19
COCCNC(=O)C1(C)CCN(Cc2ccc3ccccc3c2Br)C1 (configuration not stated)	-5	2	11	/	-16	/	1	0	-2	-4	19

Another view of 16 compounds above:
The line under a structure holds: HIF-2a inh	TROY NFkB inh	NR2E3 ag-1	NR2E3 ag-2	KKLEB cytotox	TRPM1 prom inh	CF NFkB inh	Shn3 inh set2	Peg3 prom inh	C8 TRAIL sens	TWEAK Fn14 block
- CCOc1ccc(-c2[nH]nc3c2C(c2ccc4c(c2)OCO4)C(C#N)=C(N)O3)cc1OC (configuration not stated)
→ -19	0	-24	1	6	-3	-2	-6	-13	-2	-18
- COc1cc(C(=O)Nc2ccc(S(=O)(=O)Nc3onc(C)c3C)cc2)cc(OC)c1OC
→ 4	-16	11	0	2	4	4	-15	-8	13	-2
- CCS(=O)(=O)C1=NSC2=NC(=O)/C(=C\c3ccc(OC(=O)c4ccco4)cc3)C(=N)N21
→ 4	11	-23	-1	-1	-7	22	-7	-14	-18	-13
- O=C(CSc1nnc(-c2c[nH]c3ccccc23)o1)N1c2ccccc2CCc2ccccc21
→ -3	39	-20	3	27	16	2	29	34	22	63*
- Oc1cc(CNC2CCCCC2)c(O)cc1CNC1CCCCC1
→ 11	-9	-8	/	15	-3	14	12	-10	0	13
- COc1cccc(-n2c(SCC(=O)N3CCOCC3)nnc2-c2c[nH]c3ccccc23)c1
→ -12	-6	18	2	-26	/	30	-3	7	13	-9
- CC(=O)Nc1ccc(-c2nnn(CC(=O)c3ccccc3)n2)cc1Cl
→ -38	-22	-17	-2	2	2	1	-16	-30	-11	-4
- O=CNNC(=O)c1cccc([N+](=O)[O-])c1
→ 12	0	-21	0	26	18	0	1	9	2	-3
- Cc1ccccc1CNC(=O)Cn1ccc2cc(S(=O)(=O)N3CCCCCC3)ccc21
→ 3	-2	-2	0	1	11	6	46	11	11	6
- S=C(Cc1ccc(-c2ccccc2)cc1)N1CCOCC1
→ -1	-15	-24	3	4	/	8	8	7	-6	-24
- Cc1ccccc1N(C(=O)Cc1ccsc1)C(C(=O)NC1CCCCC1)c1ccc(F)cc1 (configuration not stated)
→ 13	10	-9	-1	-1	1	14	-9	6	-6	-20
- NC(CSC1(c2cccc3ccccc23)c2ccccc2-c2ccccc21)C(=O)O (configuration not stated)
→ 15	4	-12	/	0	0	12	8	12	2	20
- CC(C)Nc1nc(Nc2ccc(Cl)cc2F)c2sccc2n1
→ 7	14	-22	/	-20	/	26	13	9	11	26
- COC(=O)CC1(C(=O)OC)Nc2cc(Cl)c(Cl)cc2S(=O)(=O)N1O (configuration not stated)
→ 5	2	2	/	7	/	-10	0	0	1	-11
- Fc1ccc(OCc2nc(-c3ccc(Br)o3)no2)c(F)c1
→ -209	-72	-34	1	9	-36	-22	-29	-213	11	-19
- COCCNC(=O)C1(C)CCN(Cc2ccc3ccccc3c2Br)C1 (configuration not stated)
→ -5	2	11	/	-16	/	1	0	-2	-4	19

Continued:
SMILES	HIF-2a inh	TROY NFkB inh	NR2E3 ag-1	NR2E3 ag-2	KKLEB cytotox	TRPM1 prom inh	CF NFkB inh	Shn3 inh set2	Peg3 prom inh	C8 TRAIL sens	TWEAK Fn14 block
O=C(CCCN1C(=O)S/C(=C/C=C/c2ccccc2)C1=O)Nc1ccc(C(=O)O)cc1	-84	-14	4	1	14	-15	-14	-62	-20	-4	-8
CCC(C)(C)NC(=O)C(c1ccccn1)N(C(=O)c1csnn1)c1ccccc1 (configuration not stated)	11	9	3	-1	9	/	-12	-11	1	-9	-2
Cc1ccc(-n2nc3c(N4CCC(C(=O)NCc5cccc(F)c5)CC4)nnc(C)c3c2C)cc1	19	2	22	1	-10	23	19	14	16	10	-17
COCCn1cnc2c1c(=O)n(Cc1ccc(Br)cc1)c(=O)n2Cc1ccccc1	3	-14	-16	4	-13	4	22	18	33	-2	24
O=C(NNC(=O)c1cc2cc(OC(F)(F)F)ccc2[nH]1)c1ccc(Cl)cc1	9	3	-9	2	19	/	5	21	8	4	-12
Cc1csc(NC(=O)CSc2nc3[nH]ncc3c(=O)[nH]2)n1	17	15	8	0	7	9	-5	0	4	-8	9
CN(C(=O)c1ccc(NC(=O)Cc2cccc([N+](=O)[O-])c2)cc1)C1CCCC1	6	-4	3	/	-8	/	-66	5	6	4	-22
CN(C)c1ccc(NC(=O)Cn2cc3c(n2)CCCC3)cc1	-71	-35	-17	-3	7	-9	-10	-64	-184	14	-23
Nc1ccc(C(=O)C(=O)c2ccc(N)cc2)cc1	11	8	3	0	-8	9	-7	25	-6	9	7
Cc1ccc(S(=O)(=O)C(C#N)=C2N(C)c3ccccc3N2C)cc1	20	5	-11	10	5	3	-3	-9	16	3	5
C/C(CCc1ccc2c(c1)OCO2)=N\NC(=O)c1ccccc1Br	7	-3	-11	2	18	18	-1	-3	8	-4	-11
CN1[C@@H](Cc2ccccc2)COc2cc(N3CCSCC3)ccc2S1(=O)=O	-4	0	-13	/	/	/	/	/	/	-4	9
COc1ccc(OC)c(C(C[N+](=O)[O-])c2c(C)cc3ccccn23)c1 (configuration not stated)	44*	1	2	0	-14	27	19	13	37	8	23
COc1ccc(C)cc1S(=O)(=O)N1CCC2(CC1)OCCN2S(=O)(=O)c1ccccc1	19	4	-14	0	2	9	-24	3	14	-4	1
O=C(COc1ccccc1Cl)Nc1ccccc1C(=O)NC1CC1	14	16	-13	0	12	-2	-10	-1	16	-1	-11
CCn1c(SCC(=O)N2CCCCC2C)nnc1-c1ccco1 (configuration not stated)	0	-10	-4	1	5	4	10	-14	5	-8	11
Cc1ccc(NC2Sc3ccccc3NC2=O)cc1 (configuration not stated)	-199	9	-80	3	18	-70	-45	-79	-194	16	56*
NS(=O)(=O)c1ccc(CCNC(=O)CN2CCN(S(=O)(=O)c3ccccc3F)CC2)cc1	8	-15	-39	/	12	/	0	11	8	1	3
O=[N+]([O-])c1cccc(/C=C/c2nc(C=Nc3ccc4ccccc4c3)c(O)o2)c1	-2	16	7	4	8	9	13	5	5	4	-7
N#CCCN(Cc1ccccc1)C(C(=O)NC1CCCCC1)c1ccnc2ccccc12 (configuration not stated)	-1	0	-27	/	19	/	-11	-16	3	1	0
NC(=O)[C@@H]1CCCN1C(=O)c1cc(COc2ccc3c(c2)CCCC3)on1	-151	-77	-47	/	-2	-27	14	-2	-144	-23	-16
O=C(CN(Cc1ccccc1)C1=NCCS1)c1ccccc1	25	-24	-31	2	4	1	4	-14	14	4	0
CCS(=O)(=O)c1ncc(Cl)c(C(=O)Nc2ccccc2OC)n1	93*	73*	-2	4	-36	41	85*	97*	104*	89*	95*
CCOC(=O)c1c(-c2ccc(C)cc2)csc1NC(=O)CCN1CCOCC1	27	-2	-9	3	3	-4	0	-1	12	0	9
CCOc1ccc(NC(=O)NC2CC(=O)N(c3ccc(OC)cc3)C2)cc1 (configuration not stated)	16	-11	20	1	6	-3	-17	0	4	-23	5
Cc1ccccc1-c1cc(C(=O)Nc2sc(C(=O)OC(C)C)c(C)c2C#N)c2ccccc2n1	3	58*	92*	-3	-54*	43	56*	71	31	45	62*
O=C(CN1C(=O)NC2(CCc3ccccc32)C1=O)Nc1ccc(N2CCOCC2)cc1 (configuration not stated)	20	5	22	1	4	3	-1	-13	10	7	-16
